# EBNA-1 inhibitor = blocks EBNA-1 binding to DNA. inhibition, % at 14.8 µM. EBNA-1 DNA binding, fluorescence polarization. actives 0.34% (n = 300,000). AID 1950; in the data active means inhibition above about 28%
# Yeast superoxide = yeast age-related superoxide inhibition as caloric restriction mimetic | S. cerevisiae aged cells, superoxide DHE fluorescence; stronger effect = lower value | superoxide response (% of plate mean), % at 10 µM | actives 0.18% (n = 330,000) | AID 2690;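 active means superoxide response under a set limit, about three screen SD below normal, cut at about 65% in these data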;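 further: yeast aged for seven days with compound at 30 °C before DHE staining; 100% = average MFI of all compound-treated wells on the plate with controls excluded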
# ZTA counter = ZTA (EBV) inhibition in EBNA-1 counter-screen; P03206; ZTA-DNA binding, fluorescence polarization; inhibition, % at 11 µM; actives 0.15% (n = 320,000); AID 2234; in the data active means inhibition above about 33%
# Target sequence (P03206 whole entry, looked up): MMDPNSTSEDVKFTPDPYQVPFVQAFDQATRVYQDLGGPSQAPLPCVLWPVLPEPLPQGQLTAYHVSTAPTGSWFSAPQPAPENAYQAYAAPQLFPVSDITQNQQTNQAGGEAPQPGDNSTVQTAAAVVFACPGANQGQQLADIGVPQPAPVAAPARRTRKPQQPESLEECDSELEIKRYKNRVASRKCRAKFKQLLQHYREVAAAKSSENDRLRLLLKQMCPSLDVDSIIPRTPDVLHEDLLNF
# TPT1 inhibitor = blocks Candida albicans tRNA 2'-phosphotransferase; AID 1962; recombinant caTPT1, FP RNA substrate dephosphorylation; inhibition, % at 5 µM; actives 0.81% (n = 300,000);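 active means inhibition above the mean of all tested compounds plus 3 SD, set per screening campaign, cut at about 24% in these data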;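 further: plate controls were DMSO alone for no effect and ferristatin control at 100 nM for full effect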
# core dimer inh = HCV core protein dimerization inhibition; TR-FRET GST/Flag-core106 dimerization, 1536-well; inhibition, % at 5 µM; actives 0.33% (n = 300,000); AID 1899;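 active means inhibition above the mean of all tested compounds plus 3 SD, set per screening campaign, cut at about 45% in these data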
#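 Assay system: Tagged HCV core106 pair (GST and Flag) | Buffer or medium: KF-containing HEPES buffer, pH 7.45, DTT, CHAPS, BSA | Also added: Eu donor and XL665 acceptor anti-tag antibodies | Dosing: One concentration, 5 µM, in 0.5% DMSO | Timing: 4 h at 22.5 °C | Technique: TR-FRET 671 and 617 nm emission | Repeats: Singlicate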
# PP1 counter = blocks human PP1-alpha phosphatase, a PP5 counter-screen | purified PP1alpha, OMFP fluorescence | inhibition, % at 6.7 µM | AID 2235 | actives 0.9% (n = 320,000);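 active means inhibition above the mean inhibition of all tested compounds plus 3 SD, computed separately for each screening campaign, cut at about 15% in these data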
# Target sequence (P62136 whole entry, looked up): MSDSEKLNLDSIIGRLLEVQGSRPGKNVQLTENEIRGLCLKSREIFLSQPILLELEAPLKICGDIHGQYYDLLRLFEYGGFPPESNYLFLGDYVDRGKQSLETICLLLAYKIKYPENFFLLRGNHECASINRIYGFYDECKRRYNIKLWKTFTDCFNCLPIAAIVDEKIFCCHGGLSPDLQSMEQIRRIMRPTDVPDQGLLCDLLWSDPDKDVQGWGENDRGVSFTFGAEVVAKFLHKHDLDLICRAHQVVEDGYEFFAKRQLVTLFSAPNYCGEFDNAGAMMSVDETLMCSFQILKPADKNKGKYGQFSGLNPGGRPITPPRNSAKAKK
# GASC-1 inh = inhibitors of human GASC-1 (JMJD2C) demethylase | actives 0.069% (n = 330,000) | inhibition, % at 2.35 µM | GST-JMJD2C(1-420) H3K9me3 demethylation, DELFIA europium | AID 2099 | Q9H3R0;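 active means more than half of a compound's replicate wells show inhibition beyond 50%, single wells judged on their own value; inconclusive means some, but no more than half, of replicates pass 50% inhibition; inactive means no replicate passes 50% inhibition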;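 further: signal counts dimethyl H3K9 product captured on neutravidin plate; 0% = median of DMSO wells and 100% = 0.3 times that DMSO median; strong numbers were not always called active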
# PP5 primary = blocks human protein phosphatase 5 activity; AID 1987; actives 0.18% (n = 320,000); P53041; inhibition, % at 6.7 µM; purified PP5c, OMFP substrate fluorescence;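 active means inhibition above the campaign's mean inhibition across all tested compounds plus 3 SD, cut at about 9.5% in these data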;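 further: 0% = DMSO only and 100% = 100 µM cantharidin control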
# Target sequence (P53041 whole entry, looked up): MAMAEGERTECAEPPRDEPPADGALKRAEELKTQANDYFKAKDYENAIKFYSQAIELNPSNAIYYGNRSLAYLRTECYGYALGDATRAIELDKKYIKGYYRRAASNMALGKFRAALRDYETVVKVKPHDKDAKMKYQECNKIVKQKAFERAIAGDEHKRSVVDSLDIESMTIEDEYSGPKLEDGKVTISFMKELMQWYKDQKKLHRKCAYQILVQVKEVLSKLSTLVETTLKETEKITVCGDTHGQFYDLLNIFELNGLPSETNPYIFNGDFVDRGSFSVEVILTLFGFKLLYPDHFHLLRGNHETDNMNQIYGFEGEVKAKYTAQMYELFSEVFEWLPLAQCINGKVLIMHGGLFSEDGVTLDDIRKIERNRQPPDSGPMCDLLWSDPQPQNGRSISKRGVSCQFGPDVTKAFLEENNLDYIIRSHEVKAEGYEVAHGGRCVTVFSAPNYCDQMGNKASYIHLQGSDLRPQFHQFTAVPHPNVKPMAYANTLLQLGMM
# CTSL1 counter = blocks F. hepatica cathepsin L1 in PFM18AAP counter-screen; recombinant F. hepatica cathepsin L1, Z-Leu-Arg-MCA fluorescence; inhibition, % at 5.96 µM; actives 0.49% (n = 300,000);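 active means inhibition above the mean of all tested compounds plus 3 SD, set per screening campaign, cut at about 17% in these data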;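 further: 0% = plate median of test compound wells and 100% = 1 µM Z-Phe-Ala-diazomethylketone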
# * marks the source's active call; other numbers are inactive results; u = inconclusive; x = not tested or not shown.
Compound	ZTA counter	PP1 counter	core dimer inh	GASC-1 inh	PP5 primary	TPT1 inhibitor	EBNA-1 inhibitor	CTSL1 counter	Yeast superoxide
CC[N+]1(C)[C@@H]2CC[C@H]1CC(OC(=O)[C@H]1CCC(C(=O)OC3C[C@H]4CC[C@@H](C3)[N+]4(C)CC)(c3ccccc3)c3ccccc31)C2 (stereo partly drawn)	6	-1	4	x	1.8	-1	1	0	109
CC(C(=O)Nc1ccccc1-c1ccccc1)N1CCCCC1 (stereo not drawn)	-7	-1	1	5	0.9	-1	4	1	100
COC(=O)Cc1n[nH]c(=S)[nH]c1=O	-3	-6	-5	-2	3.0	1	8	0	111
COC(=O)c1ccc(C(NC(=O)OCc2ccccc2)/C(C)=C/[C@@H](C)C(=O)NCc2ccc(-c3ccccc3)cc2)cc1 (stereo partly drawn)	11	11	33	60	1.8	1	0	5	97
Cc1cccc(NC(=O)CCN2C(=O)c3cccc([N+](=O)[O-])c3C2=O)c1	-2	-3	6	-10	-0.1	-2	-7	-11	98
O=c1c2ccccc2nnn1Cc1nnc(-c2ccccc2Br)o1	6	5	-6	0	1.4	0	10	0	121
COc1cccc(N2CCN(C(=O)c3ccc(CS(=O)c4ccccc4C)o3)CC2)c1 (stereo not drawn)	13	0	2	0	-0.1	1	4	-2	100
COc1ccc(CCNC(=O)c2ccn[nH]2)cc1OC	11	-10	7	2	-4.4	4	-2	-1	110
COc1ccc(OC)c(C(=O)COC(=O)CN2C(=O)NC3(CCCCC3C)C2=O)c1 (stereo not drawn)	11	-6	3	8	-1.9	-1	5	-24	105
COC(=O)c1ccccc1NC(=O)CSc1nnnn1C1CCCCC1	-5	-3	6	3	1.5	-3	-21	3	82
CCOC(=O)c1ccccc1N/C=C/C(=O)c1cccs1	2	4	3	21	4.4	1	-13	-3	63*
OCCN1CCN(CC(O)COc2ccc3c(c2)OCO3)CC1 (stereo not drawn)	-7	-1	-5	-2	1.1	2	3	-5	100
COc1ccc(-c2cc(C(=O)O)nc3ccc4ccccc4c23)cc1OC	-4	-2	-1	-8	-0.7	2	6	2	88
O=C(NCCN1CCOCC1)Nc1ccc(Cl)cc1	-8	0	-3	6	2.1	-3	1	-1	106
CCCNc1nc(N2CCOCC2)nc(N2CCOCC2)n1	8	-4	-4	-5	-1.6	0	10	-5	105
O=C(Nc1ccc(-n2ccnc2P(=O)(O)c2ccccc2)cc1)c1ccccc1Br	9	9	3	0	0.7	0	2	1	94
Cc1nn(-c2cc(N3CCNCC3)ccc2[N+](=O)[O-])c(=O)c2ccccc12	20	2	2	6	1.6	-1	3	4	105
CCOc1ccccc1N1CCN(S(=O)(=O)c2ccc3c4c(cccc24)C(=O)N3)CC1	4	3	29	11	3.4	-2	9	-2	112
CCOC(=O)c1ccc(NC(=O)C2CC2)cc1	-4	7	-5	3	8.7	-1	12	2	89
Cc1csc2nc(CSc3nc4ccccc4o3)cn12	0	1	-1	-2	-2.4	-3	7	2	91
CCOc1ccc(C(F)(F)F)cc1NC(=O)c1ccc(OC)c([N+](=O)[O-])c1	20	-1	7	-4	0.1	1	12	2	97
C=CCNC(=O)C1CCN(c2ccc(S(=O)(=O)N3CCOCC3)cc2Cl)CC1	-9	-6	1	-1	2.0	1	-8	3	107
Cn1c(=O)c2c(nc(SCC(=O)NCc3ccc4c(c3)OCO4)n2Cc2ccc(Cl)cc2)n(C)c1=O	-16	0	-6	-4	2.6	-4	0	-1	188
CC1CCCCN1c1ncnc2ccccc12 (stereo not drawn)	-16	-6	-4	1	3.2	1	-8	0	88
Cc1nc(SCCC(=O)O)c2ccccc2n1	-5	-1	-3	9	0.5	-2	8	4	102

# A second format for some results above:
# Fields: ZTA counter	PP1 counter	core dimer inh	GASC-1 inh	PP5 primary	TPT1 inhibitor	EBNA-1 inhibitor	CTSL1 counter	Yeast superoxide
> CC[N+]1(C)[C@@H]2CC[C@H]1CC(OC(=O)[C@H]1CCC(C(=O)OC3C[C@H]4CC[C@@H](C3)[N+]4(C)CC)(c3ccccc3)c3ccccc31)C2 (stereo partly drawn)
    6	-1	4	x	1.8	-1	1	0	109
> CC(C(=O)Nc1ccccc1-c1ccccc1)N1CCCCC1 (stereo not drawn)
    -7	-1	1	5	0.9	-1	4	1	100
> COC(=O)Cc1n[nH]c(=S)[nH]c1=O
    -3	-6	-5	-2	3.0	1	8	0	111
> COC(=O)c1ccc(C(NC(=O)OCc2ccccc2)/C(C)=C/[C@@H](C)C(=O)NCc2ccc(-c3ccccc3)cc2)cc1 (stereo partly drawn)
    11	11	33	60	1.8	1	0	5	97
> Cc1cccc(NC(=O)CCN2C(=O)c3cccc([N+](=O)[O-])c3C2=O)c1
    -2	-3	6	-10	-0.1	-2	-7	-11	98
> O=c1c2ccccc2nnn1Cc1nnc(-c2ccccc2Br)o1
    6	5	-6	0	1.4	0	10	0	121
> COc1cccc(N2CCN(C(=O)c3ccc(CS(=O)c4ccccc4C)o3)CC2)c1 (stereo not drawn)
    13	0	2	0	-0.1	1	4	-2	100
> COc1ccc(CCNC(=O)c2ccn[nH]2)cc1OC
    11	-10	7	2	-4.4	4	-2	-1	110
> COc1ccc(OC)c(C(=O)COC(=O)CN2C(=O)NC3(CCCCC3C)C2=O)c1 (stereo not drawn)
    11	-6	3	8	-1.9	-1	5	-24	105
> COC(=O)c1ccccc1NC(=O)CSc1nnnn1C1CCCCC1
    -5	-3	6	3	1.5	-3	-21	3	82
> CCOC(=O)c1ccccc1N/C=C/C(=O)c1cccs1
    2	4	3	21	4.4	1	-13	-3	63*
> OCCN1CCN(CC(O)COc2ccc3c(c2)OCO3)CC1 (stereo not drawn)
    -7	-1	-5	-2	1.1	2	3	-5	100
> COc1ccc(-c2cc(C(=O)O)nc3ccc4ccccc4c23)cc1OC
    -4	-2	-1	-8	-0.7	2	6	2	88
> O=C(NCCN1CCOCC1)Nc1ccc(Cl)cc1
    -8	0	-3	6	2.1	-3	1	-1	106
> CCCNc1nc(N2CCOCC2)nc(N2CCOCC2)n1
    8	-4	-4	-5	-1.6	0	10	-5	105
> O=C(Nc1ccc(-n2ccnc2P(=O)(O)c2ccccc2)cc1)c1ccccc1Br
    9	9	3	0	0.7	0	2	1	94
> Cc1nn(-c2cc(N3CCNCC3)ccc2[N+](=O)[O-])c(=O)c2ccccc12
    20	2	2	6	1.6	-1	3	4	105

# (cont.)
Compound	ZTA counter	PP1 counter	core dimer inh	GASC-1 inh	PP5 primary	TPT1 inhibitor	EBNA-1 inhibitor	CTSL1 counter	Yeast superoxide
Cc1ccc(C2NC(=NCc3ccccc3)Nc3nc(C)cc(=O)n32)cc1 (stereo not drawn)	7	-3	-3	2	0.7	-3	11	2	89
Clc1cccc(-c2nc(-c3ccccn3)no2)c1	-2	-3	-6	-89	-1.4	-1	-1	-2	106
COc1cccc(Oc2cn[nH]c2-c2ccc(OCC(=O)NN)cc2O)c1	16	2	2	-80	1.4	1	7	-1	105
CCOc1ccc2[nH]c(=O)c(CN(CCc3ccccc3)C(=O)c3cnccn3)cc2c1	-2	-3	4	4	1.0	-1	0	5	92
COc1ccc(NC(=O)C(=O)NCC(c2ccco2)N2CCc3ccccc3C2)cc1 (stereo not drawn)	12	1	7	-24	-0.5	-1	0	3	87
Nc1nn2c(C(F)(F)F)cc(=O)[nH]c2c1N=Nc1cccc(F)c1	-6	11	-9	10	3.8	-1	-3	6	132
Cn1nnnc1SCC(=O)NCc1ccc2c(c1)OCO2	2	-2	1	-2	-0.6	0	4	0	98
COc1ccc(N2CCN(C(=O)COc3ncnc4ccccc34)CC2)cc1	0	1	-1	-27	-0.5	1	8	-1	115
COc1cccc(OC)c1C(=O)NC(=S)NCc1cccnc1	2	-6	2	-6	1.3	2	-2	1	94
Cn1c(CNc2ccc(O)cc2)nc2ccccc21	5	-2	-19	-5	0.4	-11	3	-9	78
O=C(CCSc1ccccc1)N1CCN(c2ccccc2)CC1	4	1	3	36	3.1	0	-6	-1	100
CCS(=O)(=O)N1CCc2cc(OC)c(OC)cc2C1	-21	-1	-3	2	3.5	-2	11	0	95
O=C1N(Cc2cccnc2)C[C@@H]2C[C@@H](c3cccc(OCc4ccccc4)c3)N3CCC[C@@]123	-3	-6	4	-3	1.5	6	-5	1	95
CC(OC(=O)CN1C(=O)COc2ccccc21)C(=O)NCc1ccc(F)cc1 (stereo not drawn)	0	-2	-11	43	-0.3	-2	-3	2	101
Cc1ccc(OCCn2c(=O)cnc3ccccc32)cc1	0	0	1	-4	0.1	-1	1	0	95
Cc1cc(C)c(NC(=S)NC(=O)c2c(Cl)c(C)nn2C)c([N+](=O)[O-])c1	9	2	2	-2	2.1	-5	6	2	108
COC(=O)N/N=C(\C)c1cccc(C(F)(F)F)c1	-1	-7	-3	0	-0.3	-4	3	-1	106
COc1ccc(NC(=O)c2ccc(-n3cncn3)c([N+](=O)[O-])c2)cc1OC	-10	-2	1	-5	1.2	3	-14	2	102
Cc1ccc(C(=O)O)cc1S(=O)(=O)N1CCCC1	-7	-2	-4	-6	0.1	-6	2	1	108
CCN(CC)CC(O)Cn1c(-c2ccccc2Cl)nc2ccccc21 (stereo not drawn)	-19	-9	1	u	-1.5	-2	-8	-5	101
Nc1nnc2c(n1)CCCC2	-1	3	-2	0	6.4	-5	-2	13	86
CN1CCN(C(=O)CN(C)S(=O)(=O)c2ccc(F)cc2)CC1	-3	-4	0	-4	2.6	1	6	-1	96
COc1ccc(C2=NO[C@@H]3C(=O)N(Cc4ccccc4)C(=O)[C@H]23)c(OC)c1	-3	-3	6	3	0.8	-2	-8	2	107
O=C(O)CN1C(=O)C(=O)N(Cc2c(F)cccc2Cl)C1=O	-7	1	-7	-8	1.2	-1	-19	-1	95
CC(C)Oc1ccc(/C(O)=C2/C(=O)C(=O)N(CCN3CCNCC3)C2c2cccc([N+](=O)[O-])c2)cc1 (stereo not drawn)	-10	-2	-11	4	-5.2	-1	-1	7	114

# Ordered by molar mass (ascending): part of the list above.
Compound	ZTA counter	PP1 counter	core dimer inh	GASC-1 inh	PP5 primary	TPT1 inhibitor	EBNA-1 inhibitor	CTSL1 counter	Yeast superoxide
COc1cccc(OC)c1C(=O)NC(=S)NCc1cccnc1	2	-6	2	-6	1.3	2	-2	1	94
Nc1nn2c(C(F)(F)F)cc(=O)[nH]c2c1N=Nc1cccc(F)c1	-6	11	-9	10	3.8	-1	-3	6	132
COc1cccc(Oc2cn[nH]c2-c2ccc(OCC(=O)NN)cc2O)c1	16	2	2	-80	1.4	1	7	-1	105

# (next part)
Compound	ZTA counter	PP1 counter	core dimer inh	GASC-1 inh	PP5 primary	TPT1 inhibitor	EBNA-1 inhibitor	CTSL1 counter	Yeast superoxide
CCCCNCCCOc1cccc(Cl)c1	2	-3	2	4	-0.6	2	-3	0	91
COc1ccc(-c2c(C)n([O-])c3c([n+]2=O)CCCC3)c(OC)c1	0	-1	-7	2	-1.4	-1	12	2	80
Cc1ccnc2nc(C(=O)OCC(=O)c3ccc(Cl)cc3)nn12	-5	1	x	1	0.2	x	x	x	84
Cc1cccc(-n2c(SCc3cc(=O)n4c(C)cccc4n3)nc3[nH]ncc3c2=O)c1	-3	1	13	3	3.2	0	0	1	110
COc1ccc(C(=O)NNC(=O)C2(C)CC2(Br)Br)cc1 (stereo not drawn)	-30	-3	-3	7	-7.5	2	-8	11	100
CCCn1cnc2scc(-c3ccc(C)cc3)c2c1=O	0	2	5	3	2.1	-3	18	0	76

# From PubChem
